hIAP activ = increases human intestinal alkaline phosphatase activity; hit rate 0.16% among 330,000; purified human IAP, CDP-Star luminescence, 30 min; hits give high values; 1 = vehicle-only enzyme, 0 = enzyme-free background; AID 2524; P09923; activation factor at 10 µM;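 active means activation factor of the enzyme at least 2-fold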; further: the source names both 10 and 20 µM as test concentration; values of inactives mirror those of a sister screen read the other way
ATG4B inh = blocks human ATG4B protease cleavage of LC3 substrate; Q9Y4P1; ATG4B cleavage of LC3-PLA2, NBD-HPC fluorescence, 1 h; inhibition, % at 8.33 µM; hit rate 0.51% among 340,000; in the data active means inhibition above about 40%
Target sequence (Q9Y4P1 whole entry, looked up): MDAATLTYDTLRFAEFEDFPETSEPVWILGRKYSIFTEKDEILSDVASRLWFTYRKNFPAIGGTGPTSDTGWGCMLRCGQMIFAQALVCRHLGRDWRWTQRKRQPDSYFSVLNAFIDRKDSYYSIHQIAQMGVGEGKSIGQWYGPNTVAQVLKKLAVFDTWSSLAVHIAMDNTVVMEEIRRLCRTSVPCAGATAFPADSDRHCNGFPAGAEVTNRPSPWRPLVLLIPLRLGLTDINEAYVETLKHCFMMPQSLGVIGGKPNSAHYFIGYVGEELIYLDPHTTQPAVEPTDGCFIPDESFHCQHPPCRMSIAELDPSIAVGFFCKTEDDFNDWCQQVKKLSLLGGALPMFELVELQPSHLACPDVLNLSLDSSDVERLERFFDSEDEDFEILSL
A3A deaminase = inhibitors of human APOBEC3A DNA deaminase | hit rate 0.41% among 330,000 | recombinant A3A, FAM/TAMRA ssDNA deamination fluorescence | P31941 | inhibition, % at 20 µM | AID 493011;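 active means at least 40% inhibition at 20 µM here, with at most 30% in a related deaminase screen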;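 further: plate controls were A3A with DMSO for no effect and wells lacking A3A enzyme for full effect; some results filed as inactive read as strong as hits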
Target sequence (P31941 whole entry, looked up): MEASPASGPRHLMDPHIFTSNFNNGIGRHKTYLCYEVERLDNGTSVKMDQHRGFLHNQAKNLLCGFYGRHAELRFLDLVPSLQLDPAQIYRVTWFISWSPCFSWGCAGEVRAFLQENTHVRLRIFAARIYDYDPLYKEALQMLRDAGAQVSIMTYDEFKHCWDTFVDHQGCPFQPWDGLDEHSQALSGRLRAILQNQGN
hIAP inh = human IAP inhibition; P09923; purified IAP, CDP-Star luminescence, 30 min; inhibition, % at 10 µM; hit rate 0.12% among 330,000; AID 2544;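 active means inhibition reaching a set limit with compound at 10 µM in the primary screen, cut at about 35% in these data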;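 further: plate controls were DMSO wells with enzyme for no effect and no-enzyme buffer wells for full effect; values of inactives mirror those of a sister screen read the other way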
MPTP inh = permeability transition pore inhibition; inhibition, % at 10 µM; isolated mouse mitochondria, Ca2+ swelling absorbance, 30 min; hit rate 1.4% among 360,000;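 active means inhibition of 50% or more, scaled per plate between neutral and stimulator controls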;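 further: 0% = DMSO wells given calcium and 100% = 1 mM EGTA wells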
APOBEC3G inh = APOBEC3G (human) deaminase inhibition | recombinant A3G, ssDNA deamination FAM/TAMRA fluorescence | inhibition, % at 20 µM | hit rate 0.28% among 330,000 | AID 493012;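 active means inhibition of at least 40% at 20 µM, with no more than 30% in the related APOBEC3A deaminase screen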;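 further: plate controls were DMSO wells with A3G for no effect and wells lacking A3G enzyme for full effect; some compounds called inactive have numbers as strong as hits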
Target sequence (Q9HC16 whole entry, looked up): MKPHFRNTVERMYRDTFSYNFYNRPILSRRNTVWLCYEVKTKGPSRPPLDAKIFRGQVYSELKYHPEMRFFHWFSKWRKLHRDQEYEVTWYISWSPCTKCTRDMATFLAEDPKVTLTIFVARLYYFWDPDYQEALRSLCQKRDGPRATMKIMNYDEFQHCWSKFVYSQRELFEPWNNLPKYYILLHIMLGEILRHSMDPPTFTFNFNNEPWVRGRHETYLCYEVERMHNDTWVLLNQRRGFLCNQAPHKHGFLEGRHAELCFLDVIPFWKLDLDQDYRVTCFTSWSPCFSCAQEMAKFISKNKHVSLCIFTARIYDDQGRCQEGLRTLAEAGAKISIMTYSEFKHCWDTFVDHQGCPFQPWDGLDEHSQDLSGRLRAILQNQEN
MIN6 prolif = MIN6 beta-cell proliferation induction | hit rate 0.29% among 330,000 | proliferation, % at 10 µM | MIN6 cells proliferation, ATPlite luminescence, 48 h; cells starved in 0.2% serum; 100% = growth in 10% serum;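 active means compounds whose signal lies at least 3.5 SD above the mean of all wells on their plate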;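 further: 0% = DMSO-treated cells in low-serum medium and 100% = 10% serum control; some compounds called inactive have numbers as strong as hits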
mIAP activ = mouse IAP activation. hit rate 0.24% among 330,000. AID 2805. muIAP, CDP-Star luminescence, 30 min; hits give high values; 1 = vehicle-only enzyme signal, 0 = enzyme-free wells. activation factor at 10 µM;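 active means activation factor of at least 2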; further: the source names both 10 and 20 µM as test concentration; values of inactives mirror those of a sister screen read the other way
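Assay system: mouse IAP enzyme; reagent: chemiluminescent substrate CDP-Star; dosing: test compounds delivered from DMSO solution; schedule: 30 min at room temperature; measured by: luminescence from enzymatic CDP-Star hydrolysis; controls: DMSO-only wells and no-enzyme negative control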
mIAP inh = mouse IAP inhibition; inhibition, % at 10 µM; hit rate 0.2% among 330,000; purified mouse IAP, CDP-Star luminescence, 30 min;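 active means inhibition of at least 40% at 10 µM in the primary screen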;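 further: plate controls were DMSO with enzyme for no effect and no enzyme wells for full effect; values of inactives mirror those of a sister screen read the other way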
Starred values were filed as active, the others as inactive.

SMILES	hIAP activ	ATG4B inh	A3A deaminase	hIAP inh	MPTP inh	APOBEC3G inh	MIN6 prolif	mIAP activ	mIAP inh
c1ccc(-c2noc(CN3CCCC(OCc4ccccn4)C3)n2)cc1 (stereo not given)	0.89	13	0	12	1.0	-6	4	0.95	5
CCOc1ccc(OCC)c(NC(=O)CCS(=O)(=O)c2ccc(Br)s2)c1	1	-5	7	-5	-0.6	-3	4	0.96	4
O=C(Cc1ccc(Br)cc1)NNC(=O)c1cccs1	1.1	-9	-2	-13	-0.5	-8	-3	0.96	4
CC(C)=CCN1CCN(Cc2nc(C(C)C)cs2)CC1CCO (stereo not given)	0.94	8	0	6	0.4	-1	-1	1.1	-7
CCOc1cc(/C=C2\N=C(C)OC2=O)cc(Br)c1OCC(=O)OC	1.1	-6	-1	-13	-0.2	-4	-1	1.1	-12
CCN1C(=O)/C(=C2\C=Cc3ccccc3N2CC)OC1=S	0.93	5	-4	7	1.6	-2	2	0.75	25
COc1ccc(-c2c(-c3cc(OC)c(OC)c(OC)c3)noc2C)cn1	1.1	5	2	-13	-0.2	14	-3	1.1	-7
Cc1ccc(S(=O)(=O)NCCC(=O)N2CCCCCCC2)cc1C	1.1	-8	-4	-13	1.4	-12	2	0.94	6
O=C(CCCSc1nc(-c2ccco2)cc(C(F)(F)F)n1)NCC1CCCO1 (stereo not given)	0.85	-8	-4	15	0.2	-7	-3	0.93	7
CCOC(=O)c1ccc(-n2c(C)ccc2C)cc1	0.94	3	0	6	0.8	-7	-2	0.99	1
O=C(CN1C(=O)NC2(CCc3ccccc32)C1=O)Nc1ccccc1Cl (stereo not given)	1	-5	2	-4	-1.3	1	-4	0.92	8
CC1CN(C(=O)c2cc(S(=O)(=O)N(C)c3ccc(F)cc3)ccc2Cl)CC(C)O1 (stereo not given)	1.2	-2	-3	-16	-2.3	-8	-1	1	-3
O=c1[nH]c2ccsc2c(=O)n1CCO	1	3	3	-2	1.5	4	-3	0.95	4
COc1ccc(S(N)(=O)=O)cc1C(=O)N(C)CC(=O)Nc1ccc(N2CCOCC2)cc1	1.3	4	-4	-30	-1.9	-6	-1	1.1	-9
O=C(NCC1CCCO1)c1cccc(S(=O)(=O)N2CCCCC2)c1 (stereo not given)	1.1	-2	-3	-8	-0.5	-11	0	1	-2
CCC(C)(C)c1ccc(Oc2cccc(C(=O)O)c2)cc1	0.9	25	-2	10	0.5	-5	0	0.89	12
Cc1cc(C)nc(-n2nc(C)c(Oc3ccccc3O)c2C)n1	1.1	-5	-7	-11	-2.1	-4	2	1	-3
O=S(=O)(Nn1cnnc1)c1ccccc1Cl	1.1	6	-4	-7	-2.3	-7	-2	1	-2
COc1ccc(S(=O)(=O)N2CCC(C(=O)NCc3ccccn3)CC2)cc1C	0.98	3	-2	2	0.0	-4	-2	1	-1
CCC(C(=O)NC1CCCC1)N(C(=O)Cn1nnc(-c2ccc(OC)c(OC)c2)n1)c1cccc(O)c1 (stereo not given)	0.83	-9	-1	17	-0.4	-4	1	1	0
Cc1cccc(CN2CCN(C(=O)c3cccc4ccccc34)CC2)c1	1	3	-7	-2	0.1	-5	-1	1	-1
Clc1ccc2[nH]c3c(c2c1)CNCC3	1	0	-1	-1	-0.6	-8	-2	1	-2
NS(=O)(=O)c1ccc(NC(=O)CCC(=O)c2ccc(Cl)s2)cc1	1.1	-6	-2	-15	-2.9	-6	0	1	-2
CCN(CCCNC(=O)c1cn(CC)c2ccc(S(=O)(=O)N(C)C)cc2c1=O)c1cccc(C)c1	1.1	-9	-1	-14	1.2	-5	-3	0.9	10
CC(Sc1nnc(Nc2ccccc2)s1)C(=O)Nc1nc(-c2ccccc2)cs1 (stereo not given)	1.1	-18	-3	-5	1.0	-12	-4	0.99	1

The last 7 entries of the part before are carried over, then new ones follow:
SMILES	hIAP activ	ATG4B inh	A3A deaminase	hIAP inh	MPTP inh	APOBEC3G inh	MIN6 prolif	mIAP activ	mIAP inh
COc1ccc(S(=O)(=O)N2CCC(C(=O)NCc3ccccn3)CC2)cc1C	0.98	3	-2	2	0.0	-4	-2	1	-1
CCC(C(=O)NC1CCCC1)N(C(=O)Cn1nnc(-c2ccc(OC)c(OC)c2)n1)c1cccc(O)c1 (stereo not given)	0.83	-9	-1	17	-0.4	-4	1	1	0
Cc1cccc(CN2CCN(C(=O)c3cccc4ccccc34)CC2)c1	1	3	-7	-2	0.1	-5	-1	1	-1
Clc1ccc2[nH]c3c(c2c1)CNCC3	1	0	-1	-1	-0.6	-8	-2	1	-2
NS(=O)(=O)c1ccc(NC(=O)CCC(=O)c2ccc(Cl)s2)cc1	1.1	-6	-2	-15	-2.9	-6	0	1	-2
CCN(CCCNC(=O)c1cn(CC)c2ccc(S(=O)(=O)N(C)C)cc2c1=O)c1cccc(C)c1	1.1	-9	-1	-14	1.2	-5	-3	0.9	10
CC(Sc1nnc(Nc2ccccc2)s1)C(=O)Nc1nc(-c2ccccc2)cs1 (stereo not given)	1.1	-18	-3	-5	1.0	-12	-4	0.99	1
COc1ccc(C(=O)NC(=S)NNC(=O)c2c(-c3ccccc3)noc2C)cc1	1.7	-1	-8	-67	0.8	-10	-2	0.95	5
Cc1cccc(NC(=O)C2CCCN2S(=O)(=O)c2ccc(F)cc2)c1C (stereo not given)	1	7	0	-2	-0.3	-2	4	1	-2
CCc1ccc(Nc2ccc(S(=O)(=O)N3CCOCC3)cc2[N+](=O)[O-])cc1	1	-5	3	-3	2.6	6	0	0.89	11
O=C(Nc1ccc(N2CCN(C(=O)c3ccco3)CC2)cc1)c1ccc2c(c1)OCO2	0.92	-1	-1	8	-0.8	-6	4	0.97	3
CC(C)[C@H](NC(=O)OCc1ccccc1)C(=O)OCc1cc(=O)oc2cc(O)ccc12	0.96	-1	-1	4	-0.7	-7	-1	0.95	5
COc1ccc(S(=O)(=O)NCCC(=O)OCC(=O)c2ccc[nH]2)cc1[N+](=O)[O-]	0.89	-11	4	11	-1.5	-1	-1	0.99	1
O=C(CCc1ccccn1)N1CCCC(Nc2cccc(F)c2)C1 (stereo not given)	1.2	26	-8	-17	0.2	-1	-1	0.99	1
COc1ccc(NC(=O)c2ccc3c(=O)n4c(nc3c2)CCCCC4)cc1	1	-4	-5	-2	-1.9	-5	-1	0.93	7
COc1ccc(Cl)cc1NC(=S)NCCN1CCOCC1	1	-5	-4	-2	0.2	-7	0	1.1	-9
O=C(O/N=C1\CCCc2ccccc21)c1cccc(Cl)c1	0.9	32	-4	10	3.6	-4	-2	0.98	2
CC1(C)CC(NC(=O)C23CCC(C)(C(=O)C2)C3(C)C)CC(C)(C)N1 (stereo not given)	1	-9	-2	-3	-0.6	-11	5	0.99	1
Cc1ccc(C(=O)C(C)OC(=O)CCN=C2NS(=O)(=O)c3ccccc32)cc1 (stereo not given)	1	-7	2	0	0.6	1	0	1.1	-11
CCC(C)C1Nc2ccc(C(=O)NCc3ccc4c(c3)OCO4)cc2NC1=O (stereo not given)	0.97	-14	0	3	0.1	-4	0	1	0
O=C(NCCCN1CCN(c2cccc(Cl)c2)CC1)C1(S(=O)(=O)c2ccc(Cl)cc2)CC1	1.1	-13	-2	-12	0.0	-3	-4	1.5	-47
Cc1oc2ccc(O)cc2c1C(=O)c1ccc(Cl)cc1	0.78	-3	-1	22	2.1	-5	1	0.99	1
COc1ccc(CCNCc2cc3ccc(C)cc3[nH]c2=O)cc1OC	0.78	-4	0	22	-0.1	-7	4	1	-4
CC1Cc2ccccc2N1C(=O)CO/N=C/c1ccc(OC(F)F)cc1 (stereo not given)	1	-4	6	-1	-0.3	-6	0	0.88	12
CC(=O)c1c(C)[nH]c(C(=O)COc2ccc3c(C)cc(=O)oc3c2)c1C	0.88	-6	2	12	-0.4	0	-3	1	0
COC(=O)c1cccc(/C=N/NC(N)=S)c1O	1.8	-10	-5	-77	1.0	-10	-5	1.1	-8
Clc1ccc(OCc2nn3c(C4CCCCC4)nnc3s2)c(Cl)c1	1.3	5	-1	-27	29	4	-6	1	-4
COc1cc(CC(=O)Nc2ncc(C)s2)cc(OC)c1OC	0.91	9	0	9	4.4	-2	-1	0.98	2
CCOC(=O)CSCC(=O)N1N=C(c2cccs2)CC1c1ccc(F)cc1 (stereo not given)	1.1	1	-1	-7	0.7	-4	-3	0.93	7
O=C(c1ccccn1)c1ncc(C(F)(F)F)cc1Cl	0.95	-9	4	5	-0.8	-7	-3	0.96	4
Fc1ccc(N2CCN(C(c3cccs3)c3nnnn3CCc3ccccc3)CC2)cc1 (stereo not given)	1	-4	-3	-1	-2.0	-2	-2	1.3	-25
O=C1CSC2=NCN(c3ccccc3)CN12	1.2	-5	-7	-19	0.0	-7	-5	0.98	2

An excerpt of these results, in CSV form:
SMILES,hIAP activ,ATG4B inh,A3A deaminase,hIAP inh,MPTP inh,APOBEC3G inh,MIN6 prolif,mIAP activ,mIAP inh
COC(=O)c1cccc(/C=N/NC(N)=S)c1O,1.8,-10,-5,-77,1.0,-10,-5,1.1,-8
Clc1ccc(OCc2nn3c(C4CCCCC4)nnc3s2)c(Cl)c1,1.3,5,-1,-27,29,4,-6,1,-4

Two compounds picked at random from those above, as already listed:
SMILES	hIAP activ	ATG4B inh	A3A deaminase	hIAP inh	MPTP inh	APOBEC3G inh	MIN6 prolif	mIAP activ	mIAP inh
COc1ccc(CCNCc2cc3ccc(C)cc3[nH]c2=O)cc1OC	0.78	-4	0	22	-0.1	-7	4	1	-4
COc1ccc(NC(=O)c2ccc3c(=O)n4c(nc3c2)CCCCC4)cc1	1	-4	-5	-2	-1.9	-5	-1	0.93	7

Further results.
SMILES	hIAP activ	ATG4B inh	A3A deaminase	hIAP inh	MPTP inh	APOBEC3G inh	MIN6 prolif	mIAP activ	mIAP inh
CC(=O)Nc1nc(N(C)C)nc(N(C)C)n1	0.97	4	-1	3	-0.3	-4	-1	0.89	11
Fc1ccc(C2CC(c3cccs3)=NN2C(=S)Nc2ccccc2)cc1 (stereo not given)	1	11	-1	-1	-1.1	-3	0	0.93	7
COc1cc(C(=S)N2CCOCC2)cc(Br)c1OS(=O)(=O)c1ccccc1	1.1	-11	-2	-11	-0.7	-5	-3	0.78	22
CCNC(=S)N1CCN(CC)CC1	1.1	3	-1	-14	1.3	-6	-4	0.98	2
COc1ccccc1C(CNC(=O)c1cccc(S(=O)(=O)Nc2ccc(C)cc2)c1)N1CCCC1 (stereo not given)	1.1	-8	0	-8	1.6	-6	-1	1	-3
Cn1c(=O)n(C)c2cc(C(=O)Nc3ccc4c(c3)OCO4)ccc21	1.1	-4	-3	-6	-0.8	-5	-4	1	-2
Nc1ccc(C#Cc2ccccc2)cc1	1.1	-7	3	-10	-2.4	4	-1	1.1	-6
N=c1sccn1CC(=O)N1CCc2ccccc21	1	-9	5	0	-4.7	-1	0	0.95	5
Cc1ccc(C(=O)N/N=C/c2cn(Cc3ccccc3)c3ccccc23)cn1	0.94	-9	-1	6	29	0	-3	0.97	3
Cc1c(CCOC(=O)CC23CC4CC(CC(C4)C2)C3)sc[n+]1CC(=O)c1ccc(Br)cc1	0.91	9	-2	9	1.0	-4	-6	0.88	12
CC(C)(/C=N/NC(=O)CSCc1ccc(Cl)cc1)CCC#N	1.2	-7	1	-16	-1.6	-12	-1	1	0
CC(C)(C)c1nn2cnnc2n(/N=C/c2cccc3ccccc23)c1=O	0.93	-18	-1	7	-1.5	-7	0	1.1	-9
COc1ccc(C(=O)Nc2ccc3oc(-c4cccc(Cl)c4)cc(=O)c3c2O)cc1	1.2	1	-5	-23	-1.8	-14	4	1	-4
CCCN(C(=O)c1cccc(-n2cccc2)c1)c1c(N)n(Cc2ccccc2)c(=O)[nH]c1=O	1.1	-2	80	-13	2.3	31	-3	1	0

Screens from PubChem.
